Bioassay records as filed in PubChem.
MITF inh = inhibitors of human MITF. O75030. AlphaScreen MITF homodimerization, bead proximity signal. inhibition, % at 2.6 µM. 650,000 tested, 0.91% active; in the data active = inhibition above about 50%;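 also: 0% = vehicle wells with protein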
TEAD-YAP block = TEAD-YAP interaction inhibition. HEK-TIYL cells, TEAD-Gal4/YAP UAS-luciferase luminescence. inhibition, % at 9.12 µM. 640,000 tested, 1.4% active. AID 1259422; in the data active = inhibition above about 32%;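 also: 0% = median of test compound wells and 100% = reference inhibitor wells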
GPR151 ag = human GPR151 activation. 650,000 tested, 1% active. AID 1508602. activation, % at 11.2 µM. Q8TDV0. PathHunter beta-arrestin GPR151 cells, luminescence; in the data active = activation above about 4.9%;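 also: 0% = median of compound wells and 100% = cells with positive control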
Target sequence (Q8TDV0 whole entry, looked up): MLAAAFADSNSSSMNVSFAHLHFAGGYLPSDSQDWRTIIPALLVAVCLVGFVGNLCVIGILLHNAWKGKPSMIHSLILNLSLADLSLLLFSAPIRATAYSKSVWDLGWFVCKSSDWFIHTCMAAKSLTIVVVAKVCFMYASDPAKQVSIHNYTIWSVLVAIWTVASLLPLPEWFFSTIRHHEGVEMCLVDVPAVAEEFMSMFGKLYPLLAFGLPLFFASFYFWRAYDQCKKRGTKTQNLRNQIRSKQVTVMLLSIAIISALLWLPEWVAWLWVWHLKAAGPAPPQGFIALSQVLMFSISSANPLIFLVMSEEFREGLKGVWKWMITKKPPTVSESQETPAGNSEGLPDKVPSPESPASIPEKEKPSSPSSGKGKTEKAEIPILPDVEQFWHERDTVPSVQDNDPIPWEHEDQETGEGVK
FBW7 act = human FBW7 E3 ligase activation, primary screen | 650,000 tested, 0.13% active | normalized activity (activation), % at 26.1 µM | AlphaScreen FBW7–phospho-cyclin E peptide binding, activator screen | Q969H0 | AID 1259310; in the data active = normalized activity above about 1.9%;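 also: purified mutant Fbw7 with reduced substrate affinity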
Target sequence (Q969H0 whole entry, looked up): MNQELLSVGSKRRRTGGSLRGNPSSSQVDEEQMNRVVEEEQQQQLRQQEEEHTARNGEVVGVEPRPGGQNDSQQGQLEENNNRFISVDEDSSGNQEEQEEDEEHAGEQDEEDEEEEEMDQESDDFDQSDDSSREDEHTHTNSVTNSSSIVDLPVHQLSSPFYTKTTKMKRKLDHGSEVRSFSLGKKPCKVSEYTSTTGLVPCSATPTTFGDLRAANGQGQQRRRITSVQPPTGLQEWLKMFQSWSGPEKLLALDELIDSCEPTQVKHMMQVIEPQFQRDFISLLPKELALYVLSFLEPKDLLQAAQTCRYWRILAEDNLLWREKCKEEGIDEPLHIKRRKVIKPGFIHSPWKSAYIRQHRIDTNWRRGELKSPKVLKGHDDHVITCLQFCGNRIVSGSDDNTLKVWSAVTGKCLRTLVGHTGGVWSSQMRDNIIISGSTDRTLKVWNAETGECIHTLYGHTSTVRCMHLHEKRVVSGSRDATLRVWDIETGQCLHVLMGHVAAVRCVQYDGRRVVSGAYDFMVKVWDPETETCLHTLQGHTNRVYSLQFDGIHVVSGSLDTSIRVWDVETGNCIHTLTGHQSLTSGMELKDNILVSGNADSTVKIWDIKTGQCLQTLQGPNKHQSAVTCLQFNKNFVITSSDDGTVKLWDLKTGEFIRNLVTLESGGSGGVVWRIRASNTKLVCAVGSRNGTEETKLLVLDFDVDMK
Starred values were filed as active, the others as inactive.

Structure | FBW7 act | TEAD-YAP block | GPR151 ag | MITF inh
Oc1ccc2ccccc2c1CN1CCN(c2ccccn2)CC1 | 0.1 | 2 | 2.2 | 4
Cc1ccc(S(=O)(=O)NCC(=O)N/N=C/c2cccc([N+](=O)[O-])c2)cc1 | 0.1 | 6 | 0.4 | 16
Cc1cccn2c(=O)c3cc(C(=O)Nc4ccc5c(c4)OCCO5)n(C)c3nc12 | 0.0 | -3 | 0.7 | 7
COc1ccc(F)c(CC2(CCC(=O)NC(C)c3nccs3)CCC(=O)N2)c1 (stereo unspecified) | -0.3 | 2 | 0.8 | 0
CC1=NN(c2ccccc2)C(=O)C1/C=C1/C(=O)NC(=O)N(c2ccc(C)c(Cl)c2)C1=O (stereo unspecified) | -0.1 | 4 | 1.0 | 18
CCOC(=O)c1c(NC(=O)CSc2nnc(-c3ccccc3)o2)sc2c1CCC2 | 0.1 | 7 | -0.3 | 12
Cc1ccccc1C(=O)Nc1c(C(=O)NC(C)C)cnn1-c1ccccc1 | -0.2 | -4 | 0.7 | -6
Cn1c(=O)cc(OCC(=O)NCCCN2CCCCCC2)c2ccccc21 | 0.7 | 5 | -0.1 | 20
O=C(CNC(=O)c1c[nH]c2ccccc12)NCCC1=CCCCC1 | 0.0 | 7 | -0.2 | 9
O=C(c1cccs1)N1CCCC(c2nc(-c3ccncc3)ncc2-c2ccccc2)C1 (stereo unspecified) | -0.1 | 51* | 1.0 | -6
O=C(Cc1ccccc1)Nc1cccc(Br)c1 | 0.0 | -6 | -1.5 | 37
COc1ccc(C2C(C(=O)N3CCN(c4cccc(Cl)c4)CC3)c3ccccc3C(=O)N2C)cc1OC (stereo unspecified) | -0.2 | 16 | 1.2 | -5
CCOC(=O)c1sc(NC(=O)COc2cccc(C)c2C)nc1C | -0.1 | 6 | 0.9 | -5
CCc1c(C)sc2ncn(C3CCN(C(=O)c4cc(C(C)(C)C)nn4C)CC3)c(=O)c12 | 0.0 | 2 | 0.8 | 2
COC(=O)c1c(NC(=O)c2cccnc2Cl)sc2c1CCCCC2 | 0.2 | -12 | 0.0 | -15
CC1(C)CC(=O)C(C(=S)Nc2ccc(F)cc2)=C(NCc2ccccc2)C1 | 0.2 | 4 | 1.2 | 17
CN(CC(=O)NCCCc1ccccc1)c1nnc(N2CCCC2=O)s1 | 0.9 | -8 | -2.2 | -6
COc1ccc(CNC(=O)c2ccc(Sc3ccccc3Cl)c([N+](=O)[O-])c2)cc1 | 0.2 | 4 | -0.7 | 13
O=C(COc1ccc(Cl)cc1)Nc1cc(F)ccc1F | 0.1 | -68 | -0.8 | -6
CSc1sc(C)cc1C1C(C#N)=C(N)N(c2cccc(Br)c2)C2=C1C(=O)CCC2 (stereo unspecified) | 0.1 | -4 | -0.2 | -3
O=C(CCC1(Cc2ccc3ccccc3c2)CCC(=O)N1)NC1CC1 (stereo unspecified) | 0.1 | 7 | 0.3 | 9
Cc1ccc(C(=O)COC(=O)CCN2C(=O)C3C4CCC(C4)C3C2=O)cc1C (stereo unspecified) | 0.0 | -1 | -0.4 | 2
CN1CC2([N+](=O)[O-])C=C(C(N)=O)CC([N+](=O)[O-])(C1)C2 (stereo unspecified) | -0.2 | 3 | 2.1 | 8
O=c1[nH]cc(S(=O)(=O)NCc2ccc(Cl)cc2)c(=O)[nH]1 | 0.0 | 6 | -1.0 | 9
CCOC(=O)C1=C(c2ccccc2)NC(=O)NC1c1ccc(OC)cc1OC (stereo unspecified) | 0.4 | 3 | 0.3 | 15
CN(C)CCN(C)C(=O)c1cccc(OC2CCN(Cc3ccc(CO)o3)CC2)c1 | 0.3 | 3 | -1.6 | 6
N#C/C(=C\c1cccc(OCc2ccccc2)c1)C(N)=O | 0.4 | -32 | -1.8 | -2
O=C(CCc1nc2ccccc2[nH]c1=O)OCC(=O)c1ccc(Br)cc1 | 0.0 | -6 | -1.2 | 0
CCC1Nc2ccc(Br)cc2-c2nnc(SC)nc2O1 (stereo unspecified) | -0.1 | 1 | 2.0 | 0
N#C/C=C(/NCc1ccc(Cl)cc1)c1ccc([N+](=O)[O-])cc1 | 0.1 | 3 | -1.6 | -5
COc1cc2nc(Cl)nc(Nc3ccccc3)c2cc1OC | 0.0 | 11 | 0.1 | 14
O=C(Cn1ncc(Cl)c(Cl)c1=O)c1ccc(Cl)s1 | 0.1 | -16 | -1.3 | 9
O=C(NCC1(c2cccs2)CCCCC1)c1ccc2c(c1)OCO2 | 0.0 | -2 | 1.9 | 17
CN(C(=O)C1(c2ccccc2)CC1)c1nc2c(s1)CCc1occc1-2 | -0.3 | -5 | -0.8 | 6
COC(=O)c1c(NC(=O)/C(C#N)=C/c2cccnc2)sc2c1CCCC2 | 0.1 | -9 | -0.7 | 2
C=C(C)CN(CC)c1nc(CN2CCN(C(C)=O)CC2)nc2ccccc12 | -0.1 | 2 | -1.4 | 5
CCC1Oc2ccccc2N(CC(=O)Nc2ccccc2OC)C1=O (stereo unspecified) | 0.0 | -3 | 0.4 | 13
COc1ccc(CN2CCN(Cc3ccc(OC)c(Br)c3)CC2)cc1 | -0.1 | 10 | -0.5 | 62*
CCOc1ccc(C(=O)Nc2nc(-c3ccccc3)cs2)cc1[N+](=O)[O-] | -0.1 | -1 | -1.4 | 4
CCC(C)NC(=O)C(CC(C)C)N1C(=O)c2ccccc2C1=O (stereo unspecified) | 0.7 | -1 | -0.6 | 6

Whole records as entered above:
COc1cc2nc(Cl)nc(Nc3ccccc3)c2cc1OC is listed with FBW7 act = 0.0; TEAD-YAP block = 11; GPR151 ag = 0.1; MITF inh = 14
CCC(C)NC(=O)C(CC(C)C)N1C(=O)c2ccccc2C1=O (stereo unspecified) is listed with FBW7 act = 0.7; TEAD-YAP block = -1; GPR151 ag = -0.6; MITF inh = 6

Further compounds follow:
Structure | FBW7 act | TEAD-YAP block | GPR151 ag | MITF inh
COCCNC(=O)c1cc(-c2ccc(Br)cc2)on1 | -0.1 | -71 | -0.8 | -4
CCOc1ccccc1Nc1cc(C)nc2ccc(OC)cc12 | 0.1 | 11 | -1.4 | 10
Cc1ccc(NS(=O)(=O)c2cc(Br)cc3c2N(C(=O)C2CC2)CC3)cc1 | 0.1 | 40* | 1.1 | 2
CC(C)N(CCNC(=O)c1cnc(Nc2nccc3ccccc23)s1)C(C)C | 0.0 | -17 | 0.4 | -2
COc1ccc(NC(=O)Cn2nnc(C(=O)Nc3ccccc3OC)c2N)cc1Cl | 0.1 | -10 | -0.5 | 14
Cc1cc(I)ccc1NCC(=O)N/N=C/c1ccc(O)cc1O | -0.4 | 28 | 1.3 | 2
CC(C)(C)c1ccc(NC(=O)Cn2[nH]c(=O)c3ccccc3c2=O)cc1 | 0.0 | 0 | -0.8 | -4
O=C(Nc1ccc(F)c(F)c1F)c1cnc2n(c1=O)CCS2 | 0.1 | -1 | -0.7 | 9
CCOc1c(Br)cc(/C=C2/NC(=O)N(Cc3ccccc3F)C2=O)cc1OC | 0.1 | -7 | 0.1 | 6
Cc1ccc(-c2noc(Cc3ccc(Cl)cc3)n2)cc1 | 0.0 | -18 | -0.7 | -10
CCOC(=O)C1=C(O)/C(=C\c2cc(OC)c(OC)c(OC)c2)SC1=Nc1cccc(Cl)c1 | 0.2 | -1 | 0.8 | 8
O=C(Nc1ncc(S(=O)(=O)c2ccc([N+](=O)[O-])cc2)s1)C(F)F | 0.0 | 1 | -0.4 | 0
CCCC(=O)Nc1c2c(nn1-c1cccc(Cl)c1)CS(=O)(=O)C2 | 0.2 | -5 | -0.3 | 3
CCC(C(=O)Nc1nnc(C(C)(C)C)s1)c1ccccc1 (stereo unspecified) | 0.0 | -5 | 1.6 | -5
CCCOc1ccc(C(=O)NC(=S)Nc2cccnc2)cc1 | 0.0 | -35 | -0.2 | 8
Cn1ccsc1=NC(=O)c1cccc(OC(F)F)c1 | 0.3 | -42 | -1.1 | 3
CN(C)CCSc1cc(-c2cn[nH]c2)ccc1NC(=O)NCc1ccccc1 | -0.1 | -20 | 0.6 | 5
COc1ccc(NC(=O)Cc2nnc(NC(=O)Nc3ccc(F)cc3)s2)cc1 | -0.1 | -2 | 2.8 | 10
CC1(C)CC(=O)C(C=NCCc2c[nH]c3ccccc23)=C(O)C1 | 0.1 | -1 | 0.8 | 7
COc1ccc(C(C)C)cc1-c1cnn2c(N3CCN(C)CC3)ccnc12 | -0.1 | -10 | -0.6 | -42
O=C(NOC(=O)c1ccccc1I)c1cccs1 | 0.0 | -5 | -0.2 | -1
CN(C)/C=C1\N=C(c2ccc(F)cc2)OC1=O | 0.0 | -7 | -2.0 | -10
Fc1cccc(Cl)c1Cc1nc(Cc2ccccc2Cl)no1 | 0.9 | -24 | -0.9 | -4
Cc1ccccc1N(C(=O)c1csnn1)C(C(=O)NC1CCCC1)c1ccncc1 (stereo unspecified) | 0.0 | 4 | 1.4 | 14
CN1CCN(c2ncnc3sc4c(c23)CCCCC4)CC1 | -0.1 | -4 | -1.5 | 41
O=S1(=O)CC2N=C(Nc3cc(F)ccc3F)SC2C1 (stereo unspecified) | -0.1 | -7 | 1.6 | 5
Cc1cc(C)nc(/N=C(/NC(=O)c2ccccc2)Nc2ccc(Cl)cc2)n1 | 0.7 | 8 | 0.1 | 13
COC(=O)CNc1c(-c2ccccn2)nc2ccc(Br)cn12 | -0.1 | -3 | -0.7 | 33
O=C(Nc1ccc(Cl)cc1F)c1cc(S(=O)(=O)N2CCC(C(=O)O)CC2)ccc1F | 0.2 | 3 | -0.7 | 16
COc1ccc(OC)c(C2CC(=O)Nc3cc(OC)c(OC)c(OC)c32)c1 (stereo unspecified) | 0.0 | 4 | 1.4 | 13
COc1cc2[nH]c(=S)nc(Nc3cccc(C(C)=O)c3)c2cc1OC | 0.1 | -4 | 2.0 | 2
COc1cc(C2C(C(=O)Nc3ccc(F)cc3)CCC(=O)N2c2ccc3c(c2)OCO3)cc(OC)c1OC (stereo unspecified) | 0.2 | 10 | -1.1 | 16
COc1cc2ccccc2cc1C(=O)Nc1cc(-c2nc3ccccc3s2)ccc1Cl | -0.1 | -41 | 1.3 | 0
Cc1ccc(/C=C2\N=C(c3cccc(Cl)c3)OC2=O)o1 | 0.0 | -10 | -0.8 | 14
CCOC(=O)c1ccc(NC(=O)CC2SC(=Nc3ccc(OC)cc3)NC2=O)cc1 (stereo unspecified) | 0.2 | 9 | 1.7 | 1
CC1(C)Cc2ccccc2/C(=C/C(=S)Nc2ccccc2)N1 | -0.2 | 0 | 1.0 | 7
CCOc1ccc(N2C(=O)CC(Sc3nc4c(cc3C#N)CCCCCC4)C2=O)cc1 (stereo unspecified) | -0.1 | 4 | -0.2 | 15
CC(=O)Nc1ccc(NC(=O)C2CC2)nc1 | -0.1 | -5 | 1.8 | 8
O=c1c2c3c(sc2ncn1/N=C/c1cc2c(cc1[N+](=O)[O-])OCO2)CCCC3 | 0.0 | -3 | -1.1 | 21
CN1CCN(C(=O)c2nc(-c3ccc(Cl)cc3)n3c2CCCCC3)CC1 | 0.1 | 2 | 2.5 | 8
O=C(CC1(O)C(=O)Nc2ccc([N+](=O)[O-])cc21)c1ccccc1 (stereo unspecified) | 0.0 | 1 | 2.6 | 69*
CC(C)c1cccc(C(C)C)c1NC(=O)c1cncc(Br)c1 | 0.2 | 13 | -0.7 | 15
CCCCCOCC1Cc2c(C)nn(C(N)=S)c2O1 (stereo unspecified) | -0.1 | 8 | 1.1 | 4
COCCNC(=O)CCS(=O)(=O)c1cc2c(cc1Cl)NC(=O)CO2 | 0.3 | -1 | 0.6 | -6
CC(C)=CCN1CCN(CC#Cc2ccccc2)CC1CCO (stereo unspecified) | 0.1 | -3 | 0.6 | 12
CCc1nc(SCC(=O)Nc2ccc3c(c2)OCO3)c2c(C)c(C)sc2n1 | 0.2 | -18 | 0.9 | 0
CN(C)N1C(N)=C(C#N)C(c2ccc(Cl)cc2Cl)C2=C1CC(C)(C)CC2=O (stereo unspecified) | 0.0 | -7 | -0.2 | -8
O=C(Nc1c2c(nn1-c1ccc(F)cc1)CS(=O)C2)c1cccc(F)c1 (stereo unspecified) | 0.7 | 4 | 0.1 | 14
CC(=O)Nc1sc2c(c1C(=O)O)CC(C)(C)OC2 | -0.6 | 4 | 0.9 | -1
Cc1ccccc1CSc1ncccc1C(=O)N1CCC(Cc2ccccc2)CC1 | 0.3 | 7 | -0.5 | 15

Further results
Structure | FBW7 act | TEAD-YAP block | GPR151 ag | MITF inh
CC(=O)N1CC(C)Sc2cc(S(=O)(=O)N(C)C3CCCCC3)ccc21 (stereo unspecified) | 0.3 | -4 | 0.1 | 10
Cc1ccc(C)c(OCc2nc(-c3cccs3)no2)c1 | 0.2 | -53 | -0.3 | -4
CC(C)(C)NC(=O)C(c1ccc(Cl)cc1)N(Cc1cccnc1)C(=O)c1csnn1 (stereo unspecified) | -0.1 | 0 | 0.2 | -11
CCc1ccc(C2C(C#N)=C(N)N(N(C)C)C3=C2C(=O)CC(C)(C)C3)cc1 (stereo unspecified) | 0.1 | 3 | 3.7 | 8
C=CCN1C(=O)/C(=C\c2ccc(OC)c3ccccc23)C(=O)NC1=S | -0.1 | 2 | 0.0 | 15
COc1ccc(CNC(=O)COC(=O)c2cccs2)cc1 | -0.1 | 7 | 0.0 | 13
CCOC(=O)CSc1nc2c(c(=O)n1C)C1(CCCCC1)Cc1ccccc1-2 | 0.7 | 2 | -0.4 | 9
O=C(C1CC1)N1CCc2cc(S(=O)(=O)N3CCCCC3)ccc21 | -0.1 | 5 | -0.3 | 2
CN(C)CC(C)(O)c1ccc2c(c1)CN(Cc1cn(C)c3ccccc13)CCO2 (stereo unspecified) | 0.0 | -5 | -0.7 | 2
COc1ccc(-c2noc(-c3ccc(OC)c(OC)c3)n2)cc1OC | -0.1 | 4 | 0.2 | 1
CCN1C(=O)c2ccccc2S(=O)(=O)c2ccc(C(=O)NC(C)c3ccccc3)cc21 (stereo unspecified) | 0.8 | -13 | -1.1 | 21

Compounds as they come (roughly 3.5% active in at least one column).
